# Abeta yeast res: qHTS for compounds that reverse cellular toxicity of Amyloid beta (A-beta) peptide in yeast: Primary Screen. yeast expressing A-beta42, growth rescue, OD600, 48 h; response scale: 0% DMSO, 100% iron-clioquinol control. Potency, µM (highest dose often 46.1 µM), inactives show at the highest dose growth rescue, usual class: activators. hit rate 0.063% among 410,000; also: potency is read from the fitted curve at half-maximal effect; nearly all actives have a fitted effect of over 55% in size
#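 Yeast growth medium received pinned compounds, then yeast cells expressing toxic A-beta were added; plates incubated at 30 C for 48 hr. Growth read as absorbance at 600 nm, normalized to DMSO and equimolar FeCl3 plus clioquinol controls.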
# TDP43 rescue: qHTS of TDP-43 Inhibitors; Potency, µM (highest dose often 46.1 µM), for the others: at the top dose growth rescue (activation), actives largely listed as activators; AID 652104, 2013; TDP-43 expressing yeast growth rescue, BacTiter-Glo, 24 h; hit rate 1.8% among 410,000; also: potency is read from the fitted curve at half-maximal effect; % of control where 0% means no effect; nearly all actives have a fitted effect of over 50% in size
#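 Yeast expressing TDP-43 (pregrown in raffinose, seeded at OD600=0.02 in galactose medium) exposed to compounds 24 hr at 30 deg C. Growth read by BacTiter-Glo luminescence; rescue of toxicity appears as increased signal.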
# aSyn yeast inh: qHTS of alpha-syn Inhibitors. Yeast expressing alpha-synuclein, growth rescue, BacTiter-Glo, 24 h. Potency, µM (top dose mostly 46.1 µM), for the others: at the highest dose growth rescue (activation), actives largely listed as activators. hit rate 0.14% among 370,000; also: potency is read from the fitted curve at half-maximal effect; % of control where 0% means no effect; nearly all actives have a fitted effect of over 65% in size
#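 Screening used galactose-induced yeast with toxic alpha-synuclein levels, exposed to compound for 24 hr at 30 deg C. Cell growth, read with BacTiter-Glo luminescence, gave the measured signal.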
# FUS yeast rescue: qHTS for Suppressors of FUS Proteinopathy: Primary screen using FUS-linked yeast assay | S. cerevisiae FUS-expressing, growth rescue, OD600, 24 h | Potency, µM (top dose mostly 76.6 µM), for the others: at the top dose growth rescue (activation), most hits filed as activators | hit rate 0.24% among 390,000 | AID 1347120, 2019;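 also: potency is read from the fitted curve at half-maximal effect; plate controls were DMSO vehicle for no effect and reference control for full effect; nearly all actives have a fitted effect of over 55% in size; some results filed as inactive show a strong effect at the top dose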
#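 Yeast expressing FUS under galactose induction, OD 0.005 in 2% galactose medium; compounds in a dilution series, 24 h at 30C. Growth rescue by absorbance at 600 nm; CP55940 positive control, DMSO negative.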
# EPAC2 antag: qHTS for Antagonist of cAMP-regulated guanine nucleotide exchange factor 2 (EPAC2): primary screen | Rap guanine nucleotide exchange factor 4 (Homo sapiens), Q8WZA2 | EPAC2 GEF exchange of Rap1B-BODIPY-GDP, fluorescence | Potency, µM (top dose mostly 114 µM), without a hit: at the highest dose activity, negative = inhibition, most hits filed as inhibitors | hit rate 0.18% among 360,000; also: potency is read from the fitted curve at half-maximal effect; % is scaled to controls: 0 for no effect and ±100 for the full control effect; nearly all actives have a fitted effect of over 45% in size; many of its hits are not listed in these tables
# EPAC2 ag: qHTS for Agonist of cAMP-regulated guanine nucleotide exchange factor 4 (EPAC2): primary screen; EPAC2 activation, biochemical qHTS; response scale: 100% = 6.5 mM cAMP response; Potency, µM (top dose mostly 154 µM), without a hit: at the highest dose activation, usual class: activators; hit rate 0.079% among 360,000; AID 720711, 2013; also: potency is read from the fitted curve at half-maximal effect; nearly all actives have a fitted effect of over 50% in size
#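 Readout is BODIPY fluorescence (480 nm excitation, 540 nm emission), which falls as labeled GDP is exchanged off Rap1B. EPAC2 at 100 nM acted on 250 nM RAP1B-BODIPY-GDP with 50 uM GDP present.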
# DRD3 agonist: qHTS of D3 Dopamine Receptor Agonist: qHTS. D3R DiscoveRx beta-arrestin cells, luminescence, 90 min. AID 652048, 2013. hit rate 0.58% among 410,000. max activation, %. D(3) dopamine receptor (Homo sapiens), P35462; in the data active = max activation above about 30%; also: 0% is about no effect; mostly tested at two doses, the higher about 12 µM
# Target sequence (P35462 whole entry, looked up): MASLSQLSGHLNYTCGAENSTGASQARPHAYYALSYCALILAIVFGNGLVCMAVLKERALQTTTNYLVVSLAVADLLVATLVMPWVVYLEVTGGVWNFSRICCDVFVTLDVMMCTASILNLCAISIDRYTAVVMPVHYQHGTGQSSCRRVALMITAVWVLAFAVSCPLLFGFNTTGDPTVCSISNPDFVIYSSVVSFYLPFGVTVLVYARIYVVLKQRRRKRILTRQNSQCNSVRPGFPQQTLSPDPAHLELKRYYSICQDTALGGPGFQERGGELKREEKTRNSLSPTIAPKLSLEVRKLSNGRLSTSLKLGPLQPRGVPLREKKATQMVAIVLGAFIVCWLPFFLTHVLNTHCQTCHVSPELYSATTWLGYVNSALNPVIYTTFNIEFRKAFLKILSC
#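 Cells at 1500/well, incubated overnight, then treated with pinned compounds (dopamine as control) for 90 min at 37 degrees C. DiscoveRx reagent added for 30 - 60 minutes at room temperature; luminescence read.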
# D3 antag: qHTS of D3 Dopamine Receptor Antagonist: qHTS; D(3) dopamine receptor (Homo sapiens), P35462; D3R cells, DiscoveRx beta-arrestin luminescence, antagonist mode; active compounds read low; max response, negative = inhibition, %; hit rate 2.5% among 360,000; AID 652054, 2013; in the data active = max response below about -50%; inconclusive = no clear call, values can overlap the other calls; also: % is scaled to controls: 0 for no effect and ±100 for the full control effect; mostly tested at two doses, the higher about 12 µM
#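 Cells expressing the human receptor were seeded at 1500 cells/well, incubated overnight at 37 degrees C in 5% CO2, then exposed to library compounds with dopamine controls for 90 minutes at 37 degrees C before luminescent detection.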
# Starred values were filed as active, the others as inactive; ? = inconclusive; nt = not tested or not shown; [ ] = another dose, or the depositor's remark. Unless noted, calls follow the shape of the dose curve; as a rule, active = well fitted curve in the direction sought with a large enough effect; inconclusive = small, poorly fitted or top-dose-only effect, or another doubt; inactive = no such curve, though single readings can be large; an effect the other way counts as inactive or inconclusive. This is a subset, so the mix of outcomes need not match the whole.
SMILES,Abeta yeast res,TDP43 rescue,aSyn yeast inh,FUS yeast rescue,EPAC2 antag,EPAC2 ag,DRD3 agonist,D3 antag
Cc1ccc2c(CC(=O)Nc3ccc(S(=O)(=O)N4CCCC(C)C4)cc3)coc2c1 (stereo unspecified),11%,15%,nt,36%,nt,nt,7,nt
COc1cccc(NC(=O)CSc2ccc3nnc(CCNC(=O)c4ccccc4)n3n2)c1,?,0%,-3%,9%,-12%,11%,-6,-17
O=C(c1cccnc1)N1CCc2ccccc21,3%,-12%,-1%,14%,-2%,2%,-15,9
Cc1c(Br)cc(C(=O)NC2CCCCC2)c(C)c1C,9%,4%,0%,20%,-7%,2%,-20,31
Cc1ccc2cc(C)c3nnc(SCC(=O)NCc4ccco4)n3c2c1,0%,-8%,6%,25%,2%,12%,4,6
Cc1cc(C)nc(N2N=C(c3ccccc3)CC2=O)n1,?,?,-3%,30%,1%,2%,2,-4
CC(=O)C1=CCC(c2ccccc2F)N(S(=O)(=O)c2ccc(C)cc2)C1 (stereo unspecified),-9%,7%,3%,25%,-10%,8%,7,-8
Cc1ccc(C)n1/N=C1/NC(=O)CS1,-4%,-8%,-4%,41%,-2%,-2%,-9,-24
CC(C)N1C(=O)C2C(c3ccccc3O)NC(C)(C(=O)O)C2C1=O (stereo unspecified),1%,?,-3%,-28%,2%,-4%,4,-17
Cc1cc(C(=O)N/N=C/c2cc(Br)ccc2OC(=O)c2ccccc2)n[nH]1,-4%,-2%,-2%,?,-1%,2%,2,5
O=C(Nc1nnc(-c2ccc(Br)cc2)o1)c1cccc(N2C(=O)CCC2=O)c1,-14%,24%,2%,-4%,4%,-2%,0,14
CCOC(=O)CCc1c(C(=O)OCC)[nH]c(CC)c1C(=O)OCc1ccccc1,-6%,?,8%,24%,-16%,-1%,31*,27
COc1cc(-c2cnc3c(NC=O)cc(-c4ccc(N5CCN(C)CC5)cc4)cn23)cc(OC)c1OC,-12%,9%,-6%,14%,13%,5%,5,-2
Cc1ccc(S(=O)(=O)Nc2ccc(S(=O)(=O)N3CCOCC3)cc2)cc1,0%,-8%,0%,14%,10%,5%,-5,-10
Cn1cnc(S(=O)(=O)Nc2cc(-c3ccc(Cl)cc3)nn2C)c1,15%,2%,2%,-10%,-4%,6%,1,9
COc1cccc(CNC(=O)NCc2noc3ccc(C)cc23)c1,11%,19%,nt,0%,nt,nt,6,nt
CC(C)c1ccc(C(=O)N2CCCC(c3cc(C(=O)Nc4ccc5c(c4)OCO5)no3)C2)cc1 (stereo unspecified),-3%,16%,3%,-7%,-24%,1%,6,28
O=C(Nc1ccc(F)cc1F)C(Cc1ccccc1)N1Cc2ccccc2C1=O (stereo unspecified),11%,0%,nt,11%,nt,nt,-16,nt
CCC1(c2ccccc2)NC(=O)N(CC#N)C1=O (stereo unspecified),-4%,-14%,-2%,-12%,14%,10%,13,11
O=c1nc(Nc2ccc([N+](=O)[O-])cc2)[nH]c(=O)[nH]1,4%,-17%,-19%,2%,-1%,8%,-1,0

# Arranged by length of the SMILES (descending): some entries from above.
SMILES,Abeta yeast res,TDP43 rescue,aSyn yeast inh,FUS yeast rescue,EPAC2 antag,EPAC2 ag,DRD3 agonist,D3 antag
COc1cc(-c2cnc3c(NC=O)cc(-c4ccc(N5CCN(C)CC5)cc4)cn23)cc(OC)c1OC,-12%,9%,-6%,14%,13%,5%,5,-2
CC(C)c1ccc(C(=O)N2CCCC(c3cc(C(=O)Nc4ccc5c(c4)OCO5)no3)C2)cc1 (stereo unspecified),-3%,16%,3%,-7%,-24%,1%,6,28
Cc1ccc2c(CC(=O)Nc3ccc(S(=O)(=O)N4CCCC(C)C4)cc3)coc2c1 (stereo unspecified),11%,15%,nt,36%,nt,nt,7,nt
O=C(Nc1nnc(-c2ccc(Br)cc2)o1)c1cccc(N2C(=O)CCC2=O)c1,-14%,24%,2%,-4%,4%,-2%,0,14
CCOC(=O)CCc1c(C(=O)OCC)[nH]c(CC)c1C(=O)OCc1ccccc1,-6%,?,8%,24%,-16%,-1%,31*,27
Cc1ccc(S(=O)(=O)Nc2ccc(S(=O)(=O)N3CCOCC3)cc2)cc1,0%,-8%,0%,14%,10%,5%,-5,-10
O=C(Nc1ccc(F)cc1F)C(Cc1ccccc1)N1Cc2ccccc2C1=O (stereo unspecified),11%,0%,nt,11%,nt,nt,-16,nt
Cn1cnc(S(=O)(=O)Nc2cc(-c3ccc(Cl)cc3)nn2C)c1,15%,2%,2%,-10%,-4%,6%,1,9
Cc1ccc2cc(C)c3nnc(SCC(=O)NCc4ccco4)n3c2c1,0%,-8%,6%,25%,2%,12%,4,6
COc1cccc(CNC(=O)NCc2noc3ccc(C)cc23)c1,11%,19%,nt,0%,nt,nt,6,nt
Cc1cc(C)nc(N2N=C(c3ccccc3)CC2=O)n1,?,?,-3%,30%,1%,2%,2,-4
Cc1c(Br)cc(C(=O)NC2CCCCC2)c(C)c1C,9%,4%,0%,20%,-7%,2%,-20,31
CCC1(c2ccccc2)NC(=O)N(CC#N)C1=O (stereo unspecified),-4%,-14%,-2%,-12%,14%,10%,13,11
O=C(c1cccnc1)N1CCc2ccccc21,3%,-12%,-1%,14%,-2%,2%,-15,9

# New compounds follow:
SMILES,Abeta yeast res,TDP43 rescue,aSyn yeast inh,FUS yeast rescue,EPAC2 antag,EPAC2 ag,DRD3 agonist,D3 antag
COc1ccc(Nc2nc(N)nc(CSc3nnc(N)s3)n2)cc1,6%,4%,-3%,8%,-1%[57.1 µM],6%,1,25
Cc1cc(C)cc(NS(=O)(=O)Cc2ccccc2)c1,23%,0%,22%,2%,-3%,10%,0,5
COc1ccccc1CNc1nccn(-c2ccc(F)cc2)c1=O,1%,21%,nt,21%,nt,nt,-10,nt
Cn1nc(C(=O)Nc2cccc(C(F)(F)F)c2)c2c1-c1ccccc1S(=O)(=O)C2,7%,?,nt,9%,nt,nt,-4,nt
CCN1C(=O)/C(=C\c2cn(-c3ccccc3)nc2-c2cccnc2)SC1=S,8%,20%,1%,12%,11%,-1%,0,2
CC(=O)N1c2ccc(S(=O)(=O)N3CCC(C(=O)Nc4cccc(C)n4)CC3)cc2CC1C (stereo unspecified),3%,6%,0%,13%,1%,3%,-7,21
CCOC(=O)CNC(=O)C1c2cc(OC)c(OC)cc2C(=O)N(C)C1c1ccccc1F (stereo unspecified),1%,14%,-11%,25%,15%,1%,-2,17
c1ccc2c(c1)OCC(CNc1ncnc3nc[nH]c13)O2 (stereo unspecified),19%,?,2%,-27%,-3%,0%,0,3
CCOC(=O)N1CCN(C(=O)CSCC(=O)Nc2nc(-c3ccc(Cl)s3)cs2)CC1,9%,-17%,6%,24%,8%,2%,29,25
O=C1CCCC2=C1C(c1cccs1)n1nc(SCc3ccccc3F)nc1N2 (stereo unspecified),4%,21%,6%,30%,-5%,0%,3,16
Cc1ccc(NC(=O)OCCNC(=O)OC(C)C)cc1,0%,-14%,-10%,-10%,3%,12%,7,1
CC(=O)Nc1cccc(NC(=O)C2CCN(C(=O)c3ccco3)CC2)c1,-21%,-16%,-6%,39%,7%,13%,-20,-9
COCCN(CC(=O)Nc1cccc(C)c1C)C(=O)c1ccc(S(=O)(=O)N2CCOCC2)cc1,9%,19%,0%,-3%,11%,0%,1,7
CC(C)N1CCN(Cc2ccc3c(c2)Cc2ccccc2-3)CC1CCO (stereo unspecified),-3%,-9%,1%,-15%,-18%,4%,1,-3
COc1ccc(N(CCC#N)S(=O)(=O)c2ccc(Cl)cc2)cc1,-1%,-1%,-3%,15%,-3%,11%,2,?
Cc1oc(-c2cccs2)nc1CS(=O)CC(=O)NCCCOC(C)C (stereo unspecified),16%,?,9%,17%,13%,-7%,4,17
COc1cc(CNC(=O)CCC(=O)N2C[C@H]3C[C@H](C2)c2cccc(=O)n2C3)cc(OC)c1OC,-8%,-14%,-4%,-18%,3%,8%,-10,-29
COc1cc(C(=O)Nc2cccc(C)c2C)c(Br)c(OC)c1OC,-3%,-3%,-13%,11%,-10%,8%,0,3
O=c1ccnc2n1COCS2,-6%,17%,2%,16%,-2%,4%,-2,12
COc1ccc2[nH]cc(CCNC(=O)c3ccccc3Cl)c2c1,-2%,-22%,6%,-19%,1%,0%,5,-9
COc1ccc(C(=O)N(CCN2CCOCC2)CC(=O)NC2CCCC2)cc1OC,?,-16%,4%,nt,-1%,8%,3,6
COc1ccc(-n2c(SCC#N)nnc2-c2ccc(NS(=O)(=O)c3ccc(C)cc3)cc2)cc1,11%,14%,2%,?,-9%,12%,0,-21
CCCc1nnc(N2C(=O)c3cccc4cccc(c34)C2=O)s1,-28%,-25%,-7%,2%,17%,-10%,4,?
Cc1ncoc1C(=O)N1CCCC(C(=O)c2cccc3ccccc23)C1 (stereo unspecified),8%,6%,-5%,-8%,2%,1%,-3,-1
CCOC(=O)c1c(C)oc2nc(C)nc(NCc3ccc(C)cc3)c12,-13%,26%,nt,-22%,nt,nt,0,nt
COC(=O)CCN(C(=O)c1ccc(C)c([N+](=O)[O-])c1)c1ccccn1,-9%,-8%,-2%,3%,-4%,9%,-11,-26
Cc1cccc(NC(=O)c2cc(=O)n(Cc3ccccc3)c(=O)[nH]2)c1,-1%,-3%,-4%,1%,2%,2%,-8,-22
C/C(=N/NC(=O)CN1CCN(Cc2ccccc2Cl)CC1)c1cccnc1,-4%,11%,2%,2%,6%,0%,2,0
CC(C)n1c(SCc2ccccc2F)nc2c1c(=O)n(C)c(=O)n2C,-3%,0%,1%,27%,?,15%,1,-4

# Bioassay records: PubChem BioAssay, National Center for Advancing Translational Sciences (NCATS)
